# Compound activity (PubChem)
# tuberculosis growth = growth inhibition of non-replicating M. tuberculosis (AID 488890); Mycobacterium tuberculosis non-replicating, growth inhibition; higher % means a stronger effect; one-dose inhibition, % at 25 µM; IC50 in µM for titrated hits; actives 0.39% (n = 320,000); in the data active = a potency from the dose series; inconclusive = inhibition mostly from about 82% at the one dose, without a potency; inactive = the rest, 99 in 100 with inhibition below about 76%;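 note: plate controls were DMSO cells for no effect and high antibiotic wells for full effect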
# influenza NS1A = NS1A inhibition, H1N1 influenza, cell based functional assay (AID 504329) | actives 0.3% (n = 340,000) | one-dose inhibition, % at 12.5 µM; IC50 in µM for titrated hits | NS1A functional cell-based assay, percent inhibition; higher % means a stronger effect; in the data active = a potency from the dose series; inconclusive = inhibition above about 27% without an active follow-up result; note: strong numbers were not always called active
# M. tuberculosis HTS = M. tuberculosis growth inhibition, HTS (AID 449762); M. tuberculosis H37Rv growth inhibition, 7H9 media; higher % means a stronger effect; one-dose inhibition, % at 25 µM; IC50 in µM for titrated hits; actives 0.59% (n = 330,000); in the data active = a potency from the dose series; inconclusive = inhibition above about 70% without an active follow-up result;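 note: bacterial growth assessed after seven days of incubation; strong numbers were not always called active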
# Salmonella PhoP GFP = Inhibition of PhoP regulon, Salmonella typhi GFP reporter cells, confirmation, 4 h (AID 1850); Salmonella Typhi PhoP-promoter GFP reporter, fluorescence, 4 h; higher % means a stronger effect; inhibition, % at 50 µM; hits with a dose series show IC50 in µM; actives 0.33% (n = 310,000); in the data active = a potency from the dose series; inconclusive = inhibition mostly from about 25% at the one dose, without a potency; inactive = the rest, 99 in 100 with inhibition below about 19%;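 note: 0% = induced wells with vehicle and 100% = uninduced wells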
# inhibitors of VEEV = inhibitors of VEEV TC-83 cytopathic effect, confirmation, Vero cells (AID 588727); Vero cells, VEEV TC-83 cytopathic effect inhibition; higher % means a stronger effect; actives 0.13% (n = 350,000); inhibition, % at 20 µM; hits with a dose series show IC50 in µM; in the data active = a potency from the dose series; inconclusive = inhibition mostly from about 14% at the one dose, without a potency; inactive = the rest, 99 in 100 with inhibition below about 12%; note: strong numbers were not always called active
# inhibitors of VEEV 10K pilot screen = also measured in inhibitors of VEEV; calls as there; inhibition, %; measured here: 10K pilot screen inhibition
# An asterisk follows results filed as active; i = inactive; ? = inconclusive; . = not tested or not shown; & = joins results of further samples.
SMILES,tuberculosis growth,influenza NS1A,M. tuberculosis HTS,Salmonella PhoP GFP,inhibitors of VEEV,others
Cc1cccc(C)c1NC(=O)CCCSc1nnc(-c2ccc(Cl)cc2)n1-c1ccccc1,4%,9%,-9%,-11%,2.5%,
Cc1ccc(C(CNC(=O)Nc2ccccc2)N2CCN(C)CC2)cc1 (stereo unspecified),0%,-1%,-4%,-8%,0.8%,
Cc1c(CCC(=O)O)c(=O)n2c([nH]c3ccccc32)c1C#N,-32%,1%,-6%,5%,0.9%,inhibitors of VEEV 10K pilot screen=2.1
CC(=O)CC(C)(C)Nc1nc2cc([N+](=O)[O-])ccc2o1,-6%,9%,1%,0%,i,
COc1ccc(CC(=O)N(C)CC(=O)Nc2c(C)cccc2C)cc1S(=O)(=O)N1CCOCC1,-10%,11%,-5%,.,0.8%,
COc1ccc(C)cc1S(=O)(=O)N(C)CC(=O)Nc1ccccc1,-3%,-4%,1%,0%,1.0%,
Cn1c(Cn2cnc3ccccc32)nnc1SCc1ccccc1,-7%,-3%,-7%,-15%,0.3%,
COC(=O)c1c(C)[nH]c(C(=O)CN(C)CC(=O)Nc2cccc(F)c2)c1C,27%,2%,3%,.,8.5%,
Cc1nnc(Sc2c(N)n(C)c(=O)n(C)c2=O)s1,-8%,-12%,-4%,-12%,i,
O=C(O)CSCc1nc2ccccc2s1,-1%,-9%,-11%,2%,0.8%,
Cc1nn(CC(=O)NCCc2ccccc2)c(=O)c2cccn12,-1%,6%,6%,0%,0.7%,
O=C(CNC(=O)C1COc2ccccc2O1)N/N=C/c1ccc(O)cc1O (stereo unspecified),-2%,5%,-2%,-7%,7.8%,
CCN1CCCC1CNC(=O)c1cc(S(N)(=O)=O)ccc1OC (stereo unspecified),-7%,4%,10%,-17%,i,
O=c1c2ccccc2sn1-c1ccc(S(=O)(=O)N2CCCCC2)cc1,18%,-5%,10%,3%,3.8%,
CCN(C(=O)CN1C(=O)/C(=C/c2ccccc2F)SC1=S)C1CCS(=O)(=O)C1 (stereo unspecified),1%,-2%,10%,2%,1.7%,
C/C(CC(=O)NC12CC3CC(CC(C3)C1)C2)=N\NC(=O)c1ccc(F)cc1,23%,-7%,-1%,3%,1.5%,
CCCOC(=O)c1ccc(OCC(O)CN2CCN(C(=O)c3ccccc3)CC2)cc1 (stereo unspecified),36%,-6%,5%,1%,4.2%,
CC1CCCC(n2cnc3cc(C(=O)O)ccc32)C1C (stereo unspecified),1%,0%,-1%,-16%,0.4%,
CCOc1ccc(NC(=O)C2CCN(S(=O)(=O)c3c(C)n[nH]c3C)CC2)cc1,-8%,5%,-9%,2%,0.4%,
Cc1cccc(N2CCN(C3=NC(=O)C(Cc4ccccc4)S3)CC2)c1 (stereo unspecified),37%,1%,1%,4%,9.5%,

# Next part (4 carried over from the part before).
SMILES,tuberculosis growth,influenza NS1A,M. tuberculosis HTS,Salmonella PhoP GFP,inhibitors of VEEV,others
CCCOC(=O)c1ccc(OCC(O)CN2CCN(C(=O)c3ccccc3)CC2)cc1 (stereo unspecified),36%,-6%,5%,1%,4.2%,
CC1CCCC(n2cnc3cc(C(=O)O)ccc32)C1C (stereo unspecified),1%,0%,-1%,-16%,0.4%,
CCOc1ccc(NC(=O)C2CCN(S(=O)(=O)c3c(C)n[nH]c3C)CC2)cc1,-8%,5%,-9%,2%,0.4%,
Cc1cccc(N2CCN(C3=NC(=O)C(Cc4ccccc4)S3)CC2)c1 (stereo unspecified),37%,1%,1%,4%,9.5%,
CC(C)CC(C(=O)Oc1ccc2c3c(c(=O)oc2c1)CCC3)N1C(=O)c2ccccc2C1=O (stereo unspecified),.,-2%,.,.,0.5%,
CCOC(=O)C1(Cc2ccc(Cl)cc2)CCN(C(=O)c2cnc(C)cn2)CC1,14%,1%,-1%,-22%,i,
Cc1cc2cc3c(cc2nc1SCc1ccccn1)OCCO3,-22%,-4%,1%,-5%,1.1%,
COc1ccc(S(=O)(=O)N2CCOCC2)cc1NC(=O)C1CCCCN1S(=O)(=O)c1ccccc1 (stereo unspecified),.,-6%,.,.,6.3%,
Cc1ccc(CCSc2ccc(C(C)C)cc2)cn1,79%,-5%,-8%,-7%,i,
O=C(COC(=O)[C@H](Cc1c[nH]c2ccccc12)NC(=O)c1cccs1)NCc1ccccc1,11%,33%,1%,-2%,i,
O=C(COc1ccc(S(=O)(=O)N2CCOCC2)cc1Cl)NC1CC1,-4%,3%,-7%,-9%,0.6%,
CCOC(=O)N1CCC(NC(=O)C2CCN(S(=O)(=O)c3ccc4c(c3)oc(=O)n4C)CC2)CC1,1%,0%,-9%,7%,0.3%,
Cc1cc(C)c2cc(CN(Cc3cccs3)Cc3nnnn3CC3CCCO3)c(=O)[nH]c2c1 (stereo unspecified),39%,1%,-5%,19%,6.0%,
O=C(NN1C(=O)NC2(CCCCC2)C1=O)c1cc(F)cc(F)c1,-8%,-8%,-8%,.,0.7%,
Cc1ccc(N2C(=O)CN(Cc3sccc3C)C2=S)cc1C,2%,-7%,0%,-2%,1.3%,
O=c1cc(NC2CCCCC2)[nH]c(=O)[nH]1,0%,-17%,-3%,-4%,0.3%,
CCCNC(=O)C(=O)NCC(c1ccc2c(c1)OCO2)N1CCN(c2ccc(F)cc2)CC1 (stereo unspecified),18%,-2%,2%,-12%,i,
CCOC(=O)C1(CCOc2ccccc2)CCN(CC2CC2)CC1,-5%,-24%,3%,-2%,i,
CCOc1cc(S(=O)(=O)NC2CC(C)(C)NC(C)(C)C2)ccc1Cl,3%,5%,1%,-6%,i,
CCN(C(=O)CSc1nnc(-c2ccncc2)n1C)C1CCS(=O)(=O)C1 (stereo unspecified),-13%,-7%,-6%,-5%,0.1%,
CCCCOc1ccc(CONS(=O)(=O)c2ccc(NC(C)=O)cc2)cc1Cl,-4%,-1%,7%,-6%,i,
CCCc1c(C(=O)N/N=C/c2ccc(OCc3ccccc3)c(OC)c2)nnn1-c1nonc1N,20%,-2%,36%,-11%,0.3%,
CC(C)NC(=S)NN=C1c2ccccc2-c2ccccc21,11%,-4%,-1%,6%,0.6%,
COc1ccc(/C=N/Nc2ccccc2C(=O)O)cc1,21%,-8%,14%,-3%,7.6%,

# Gathered by group: the entries above with a Cl atom (five)
SMILES,tuberculosis growth,influenza NS1A,M. tuberculosis HTS,Salmonella PhoP GFP,inhibitors of VEEV,others
Cc1cccc(C)c1NC(=O)CCCSc1nnc(-c2ccc(Cl)cc2)n1-c1ccccc1,4%,9%,-9%,-11%,2.5%,
CCOC(=O)C1(Cc2ccc(Cl)cc2)CCN(C(=O)c2cnc(C)cn2)CC1,14%,1%,-1%,-22%,i,
O=C(COc1ccc(S(=O)(=O)N2CCOCC2)cc1Cl)NC1CC1,-4%,3%,-7%,-9%,0.6%,
CCOc1cc(S(=O)(=O)NC2CC(C)(C)NC(C)(C)C2)ccc1Cl,3%,5%,1%,-6%,i,
CCCCOc1ccc(CONS(=O)(=O)c2ccc(NC(C)=O)cc2)cc1Cl,-4%,-1%,7%,-6%,i,

# The list goes on.
SMILES,tuberculosis growth,influenza NS1A,M. tuberculosis HTS,Salmonella PhoP GFP,inhibitors of VEEV,others
CCN(CC)C(=O)Cn1cc(C(=O)C(=O)N2CC=C(c3ccccc3)CC2)c2ccccc21,27%,1%,-1%,-1%,4.2%,
COc1ccc2nc(C)cc(N3CCN(c4ccccc4)CC3)c2c1,57%,15%,55%,6%,4.5%,
Cc1cc2nc(/N=C(\N)NC(=O)N3c4ccccc4Sc4ccccc43)nc(C)c2cc1C,-20%,-16%&24%,-1%,7%,7.5%&5.1%,
CC(C)Cn1c(N)c(C(=O)COC(=O)CC23CC4CC(CC(C4)C2)C3)c(=O)n(C)c1=O,11%,-9%,10%,4%,9.2%,inhibitors of VEEV 10K pilot screen=5.0
O=C(COC(=O)c1ccc([N+](=O)[O-])s1)Nc1ccc(F)cc1,?,-2%,38%,.,1.0%,
COc1ccc(-c2nc3cc(NC(=S)NC(=O)Cc4ccccc4)ccc3o2)cc1,73%,9%,4%,-6%,0.8%,
CC(=O)N1CCSc2ccc(S(=O)(=O)NCc3ccccc3)cc21,12%,0%,0%,3%,12%,
COc1cc(/C(C)=N/N2CCN(Cc3ccc(C)cc3)CC2)ccc1O,-4%,9%,0%,-9%,i,
COC(=O)c1c(NC(=S)NN2CCOCC2)sc2c1CCCC2,-15%,-5%,-5%,-3%,1.2%,
COc1cc(NC(=O)Cn2cnc(S(=O)(=O)N3CCOCC3)c2)cc(OC)c1OC,-11%,2%,-2%,8%,0.8%,
CC(OC(=O)C1=COCCO1)C(=O)Nc1ncc(Cl)cc1Cl (stereo unspecified),.,-4%,.,.,2.6%,
CCOc1ccc(C(=O)CCNC(Cc2cnc[nH]2)C(=O)O)cc1 (stereo unspecified),35%,6%,-2%,3%,i,
CCO[C@H]1OC(C(=O)N2CCCCCCC2)=C[C@@H](c2ccc(C(F)(F)F)cc2)[C@@H]1CCCO,25%,1%,15%,-2%,i,
CN(C(=O)COC(=O)/C=C/c1cn(-c2ccccc2)nc1-c1ccc2c(c1)OCCO2)C1CCS(=O)(=O)C1 (stereo unspecified),2%,14%,18%,8%,5.9%,
CCOc1ccc(CNC(=S)Nc2ccccc2)cc1Cl,?,-1%,4%,-6%,0.8%,
COc1ccc(-n2nnnc2SCC(=O)c2ccc3c(c2)OCCO3)cc1,6%,8%,-6%,-6%,i,
CC1=CC(c2ccccc2)n2nc(N)nc2N1 (stereo unspecified),-8%,-3%,-13%,-4%,0.1%,
CC(C(=O)O)c1ccc(N2Cc3ccccc3C2=O)cc1 (stereo unspecified),7%,4%,2%,-1%,0.9%,
C=C1C(C(=O)Nc2cccc(OC)c2)C1C(=O)Nc1cccc(OC)c1 (stereo unspecified),-13%,-8%,1%,-5%,3.5%,
Cc1cccc(CSc2nc3nc(C)cc(C)n3n2)c1,3%,8%,5%,5%,1.4%,
CCc1ccc(-c2csc(NC(=O)Oc3ccccc3)n2)cc1,6%,-4%,-4%,-24%,0.3%,
COc1cc(CCC(=O)OCC(=O)Nc2ncc(Cl)cc2Cl)cc(OC)c1OC,-7%,-2%,-4%,-5%,0.6%,
COc1cccc(C2C(C#N)=C(N)N(N(C)C)C3=C2C(=O)CC(C)(C)C3)c1 (stereo unspecified),7%,19%,-4%,5%,0.1%,
Cc1cc(C)nc(NS(=O)(=O)c2ccc(NC(=O)c3ccco3)cc2)n1,-1%,-11%,-1%,0%,0.1%,
Cc1cc(=O)n(C2CCS(=O)(=O)C2)[nH]1 (stereo unspecified),1%,.,-8%,2%,2.9%,
CC(=O)N1CC=CC1(CC(C)C)C(=O)NCc1cc(F)cc(C(F)(F)F)c1 (stereo unspecified),-5%,-14%,1%,-1%,2.0%,
CC1CCCCN1CC(O)COCCC12CC3CC(CC(C3)C1)C2 (stereo unspecified),75%,-10%,3%,3%,4.0%,
O=C(CCN1CCN(Cc2ccccc2)CC1)NNC(=O)Nc1cccc(Cl)c1,2%,-10%,-7%,-2%,i,
COCCN(C(=O)CCC(=O)Nc1nccs1)C(C(=O)NC(C)(C)C)c1ccc(C)cc1 (stereo unspecified),10%,-2%,3%,-2%,0.7%,
O=C(Cn1cnc2ccccc2c1=O)NNC(=O)c1cccc([N+](=O)[O-])c1,-22%,-9%,-7%,.,2.5%,
Cc1cc(=O)n(-c2ccc(C(=O)O)cc2)[nH]1,-14%,-6%,5%,-5%,0.2%,
CCOC(=O)C1CCN(S(=O)(=O)c2ccc(NC(C)=O)c(Cl)c2)CC1,-8%,0%,-9%,2%,2.7%,
CC1CN(C(=O)c2cccc(C(=O)N3CC(C)OC(C)C3)c2)CC(C)O1 (stereo unspecified),-1%,-8%,-4%,-6%,0.5%,
Cc1ccc(-c2cc(-c3ccc4c(c3)OCO4)c(C#N)c(N)n2)o1,60%,-6%,-2%,5%,9.3%,
O=C(O)c1ccc(/C=N\Nc2ccccn2)cc1,2%,-10%,-12%,0%,i,
Cn1c(SCC(=O)NCc2ccc3c(c2)OCO3)nnc1C1COc2ccccc2O1 (stereo unspecified),12%,8%,-3%,13%,0.8%,
O=C(Nc1cccc(NC(=O)c2ccc(-c3cccc(Br)c3)o2)c1)c1ccco1,19%,-10%,?,-2%,9.1%,
CCOCCc1nnc(NC(=O)c2cccc(F)c2)s1,-1%,-2%,1%,7%,4.5%,
C/C(=N\NC(=O)c1cccc(S(=O)(=O)N2CCOCC2)c1)c1ccc(C#N)cc1,-1%,-6%,-6%,-9%,3.6%,
Cc1cc2nnc(SCC(=O)NCC3CCCO3)n2c2ccccc12 (stereo unspecified),7%,-2%,1%,-13%,1.5%,
